Rhodamine fluor: rhodamine region autofluorescence; Rhodamine-region fluorescence, 547/598 nm, Tris buffer; active compounds read high; max dye-equivalent concentration, M; actives 0.05% (n = 59,000); AID 594; in the data active means max dye-equivalent concentration above about 11 nM; inconclusive means between about 1.1 nM and that limit
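Intrinsic compound fluorescence, ex 547 / em 598 nm, CCD imager. Tris 100 mM pH 8.0; 15 min RT. Output = rhodamine dye-equivalent concentration at each compound concentration.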
Fluorescein autfl: fluorescein region autofluorescence | max fluorescein-equivalent concentration, M | actives 0.91% (n = 59,000) | Compound autofluorescence, 480/540 nm, fluorescein-equivalent; active compounds read high; in the data active means max fluorescein-equivalent concentration above about 10 nM; inconclusive means between about 1.1 nM and that limit
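Each compound is tested across a concentration series in 100 mM Tris buffer at pH 8.0. After 15 min at room temperature, plates are imaged with 480 nm excitation and 540 nm emission filters, and intensities are converted to fluorescein-equivalent values.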
Texas Red fluor: compounds fluorescent in Texas Red spectral region | Compound fluorescence, Texas Red channel, 547/618 nm; active compounds read high | max dye-equivalent concentration, M | actives 0.06% (n = 59,000) | AID 587; in the data active means max dye-equivalent concentration above about 10 nM; inconclusive means between about 1.1 nM and that limit
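Spectral interference profiling: each compound concentration's relative fluorescence, read with a 547 nm excitation and 618 nm emission filter pair, was normalized to a per-plate Texas Red standard curve.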
Caspase-7 inhib: allosteric or competitive inhibitors of human caspase-7; P55210; recombinant caspase-7, Ac-DEVD-AFC fluorescence rate; Potency, µM (top dose mostly 57.5 µM), without a hit: at the top dose activity change, negative = inhibition, actives largely listed as inhibitors; actives 0.02% (n = 75,000); AID 889; active means well fitted inhibition curve with a large enough effect in the main read-out, with a control signal flat, not every such curve was filed as active; inconclusive means small, poorly fitted or top-dose-only effect, or a change in a side signal; further: potency means the concentration at half of the fitted maximal effect; % of control where 0% means no effect
BRCT inh green: BRCA1 BRCT-phosphoprotein interaction inhibition | P38398 | BRCA1 BRCT-phosphopeptide binding, green fluorescence polarization | Potency, µM (highest dose often 76.9 µM), without a hit: at the top dose activity change, negative = inhibition, most hits filed as inhibitors | actives 0.05% (n = 75,000) | AID 875;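 further: potency means the concentration at half of the fitted maximal effect; plate controls were peptide without protein for full effect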
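Compounds were incubated for 12 min at room temperature with a complex of 100 nM fluorescein-tagged pBACH1 decapeptide and 250 nM His-tagged BRCT protein. Buffer was phosphate pH 7.3 with EDTA, DTT and Tween 20. Disruption of binding lowers the polarization signal.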
4MU fluor: compound fluoresces in the 4-MU spectral region. compound autofluorescence, 340/450 nm, 4-MU equivalents; active compounds read high. max dye-equivalent concentration, M. actives 11% (n = 59,000). AID 589; in the data active means max dye-equivalent concentration above about 10 nM; inconclusive means mostly about 1.1 nM to 9.6 nM
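Compounds in 100 mM Tris, pH 8.0, sat 15 min at room temperature before fluorescence was read at 340 nm excitation/450 nm emission; a per-plate six-point 4-MU standard curve converted signals to dye-equivalent concentration at each compound concentration.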
BRCT PPI red: BRCT-phosphoprotein interaction inhibition (red fluorophore); BRCT-phosphopeptide binding, red fluorescence polarization; Potency, µM (doses to about 76.9 µM), inactives show at the top dose activity change, negative = inhibition, actives largely listed as inhibitors; actives 0.03% (n = 75,000); AID 892; further: on the % scale 0 is the no-effect control and ±100 the full control effect
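Fluorescence polarization: 100 nM His-tagged BRCA1 BRCT with 100 nM TAMRA-labelled phospho-BACH1 decapeptide, phosphate buffer pH 7.3 with 150 mM NaCl, DTT, 0.01% Tween 20; 12 min RT. Binding inhibition seen as FP decrease.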
USP2a inhib: blocks human ubiquitin-specific protease USP2a. O75604. USP2a enzymatic assay, qHTS inhibition. Potency, µM (series often up to 38.3 µM), without a hit: top-dose activity change, negative = inhibition, usual class: inhibitors. actives 0.1% (n = 60,000). AID 927;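 further: potency means the concentration at half of the fitted maximal effect; nearly all actives have a fitted effect of over 60% in size; plate controls were DMSO for no effect and NEM full inhibition control for full effect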
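20 nM USP2 core + cpd, 30 min RT; add 20 nM Ub-PLA2/20 uM NBD C6-HPC; read Ex460/Em535 at 0 h and 2.5 h. Normalized to NEM; qHTS curve fit/classification.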
HEK293 cAMP cs: raises cAMP in parental HEK293 cells, TSHR agonist counter-screen | actives 2.5% (n = 73,000) | Potency, µM (doses to about 57.1 µM), inactives show top-dose activation, most hits filed as activators | parental HEK293 CNG cAMP sensor, membrane potential fluorescence; further: potency means the concentration at half of the fitted maximal effect; % of control where 0% means no effect; nearly all actives have a fitted effect of over 55% in size
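Parental HEK 293 cells stably expressing a modified CNG channel (no TSHR) report cAMP rise as membrane depolarization. Membrane potential dye with 100 uM RO 20-1724 was loaded for 60 min at room temperature, then compound added for 30 min; fluorescence read at 590 nm.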
A350 fluor: A350 region autofluorescence; AID 590; Compound autofluorescence, 340/450 nm, Alexa 350 dye-equivalents; active compounds read high; actives 11% (n = 59,000); max dye-equivalent concentration, M; in the data active means max dye-equivalent concentration above about 10 nM; inconclusive means mostly about 1.1 nM to 9.6 nM
Casp1 inh: caspase-1 (human) inhibition, allosteric or competitive; P29466; actives 0.03% (n = 75,000); Caspase-1 enzyme, Ac-WEHD-AFC fluorogenic rate; Potency, µM (doses to about 57.5 µM), without a hit: at the highest dose activity change, negative = inhibition, most hits filed as inhibitors;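 further: potency means the concentration at half of the fitted maximal effect; plate controls were vehicle for no effect and no substrate for full effect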
The depositor's hits bear a star; i = inactive; ? = inconclusive; / = not tested or not shown; [ ] = remark or other dose. Unless noted, the call rests on the fitted dose curve; in most records, active means well fitted curve in the direction sought with a large enough effect; inconclusive means small, poorly fitted or top-dose-only effect, or another doubt; inactive means no such curve, though single readings can be large; an effect the other way counts as inactive or inconclusive. This is a subset (hit frequency here may not be typical).

SMILES | Rhodamine fluor | Fluorescein autfl | Texas Red fluor | Caspase-7 inhib | BRCT inh green | 4MU fluor | BRCT PPI red | USP2a inhib | HEK293 cAMP cs | A350 fluor | Casp1 inh
Cc1nc(C)c(C(=O)C2=C(O)C(=O)N(CCN(C)C)C2c2cccs2)s1 (stereo unspecified) | i | i | i | -3% | -1.1% | i | -0.3% | 0% | 4% | ? | -1%
Cc1ccc(CCNC(=O)NC(C)(C)C)cc1 | i | i | ? | 1% | -0.5% | i | -0.7% | 9% | 17% | i | -1%
Cc1cc(=O)[nH]c(SCc2nc3ccccc3s2)n1 | i | ? | ? | -1% | 2.4% | i | 1.3% | -3% | -9% | i | 1%
COc1cc(C2C(C#N)=C(N)Oc3c2oc(CO)cc3=O)cc(OC)c1OC (stereo unspecified) | i | i | i | 1% | -0.3% | i | -0.3% | / | 2% | i | 0%
CCOC(=O)C1=C(C)NC(SCC(=O)OC)=C(C#N)C1c1ccc(C(=O)OC)cc1 (stereo unspecified) | i | ? | i | -2% | 3.1% | i | -1.4% | -23% | ? | ? | -4%
COC(=O)c1cc(NC(=O)Cn2c(=O)cnc3ccccc32)cc(C(=O)OC)c1 | i | i | i | -1% | -1.3% | 3e-08M* | -0.2% | -5% | -11% | 2.8e-08M* | 3%
COCCCNC(=O)CN(c1cccc(Cl)c1)S(C)(=O)=O | / | / | / | 1% | -1.5% | / | -0.4% | 4%[7.66 µM] | 1%[11.4 µM] | / | -3%
COCCCNC(=O)C1CCN(c2nc(C)cc(C)n2)CC1 | i | ? | ? | -4% | -0.9% | i | 0.0% | 4% | -4% | i | 5%
O=C(Nc1nc2c(Cl)cccc2s1)c1ccc(Br)o1 | i | i | i | -1% | -1.2% | i | -0.1% | 4% | ? | ? | -9%
Fc1ccc(CSc2nncn2NCc2ccc3c(c2)OCO3)cc1 | i | i | i | -2% | -1.6% | i | -0.3% | -3% | 1% | ? | 0%
Nn1c(SCc2nc3ccccc3[nH]2)nnc1-c1cccnc1 | / | / | / | 0% | -2.2% | / | -0.2% | -7% | 5% | / | 1%
CCCC(=O)Nc1cc(=O)[nH]c2ncnn12 | i | ? | i | 0% | -2.2% | i | -0.8% | -3% | ? | i | 1%
Cc1cc(OCCN2CCOCC2)nc2ccccc12 | i | i | i | / | / | i | / | / | / | i | /
Cc1ccc(-c2cc(-c3ccc(C)o3)nc(N)c2C#N)cc1 | i | i | i | 2% | 0.0% | i | 0.6% | -2% | 3% | i | 1%
COc1ccc(C(=O)NC2CCN(S(=O)(=O)Cc3ccccc3)CC2)c(OC)c1 | i | i | i | 6% | -2.0% | i | -2.4% | -7% | 10µM* | i | -1%
CCOC(=O)c1ccc(CNC(=O)c2cc3cccc(OC)c3oc2=O)o1 | i | ? | i | -1% | 0.5% | i | 0.4% | 3% | 0% | i | -1%
CCOc1ccccc1NC(=O)Cn1c(C)cc(COC)c(C#N)c1=O | i | ? | i | 0% | -1.1% | ? | 0.4% | 9% | 14% | ? | -1%
COc1ccccc1C(OC(=O)c1ccco1)C(=O)NC(C)(C)C (stereo unspecified) | i | ? | i | -6% | -2.2% | i | -0.4% | 3% | 24% | ? | -6%
CN(C)c1cccc2c(S(=O)(=O)Nc3ccccn3)cccc12 | i | ? | i | -5% | 2.1% | ? | 0.3% | 5% | ? | ? | -6%
O=C1NC(NS(=O)(=O)c2ccccc2)(C(F)(F)F)C(=O)N1Cc1cccnc1 (stereo unspecified) | i | i | i | 1% | -0.3% | i | -0.8% | -6% | 4% | i | 1%
Cc1cccc(Nc2ncc3c(n2)CC(c2ccco2)CC3=O)c1 (stereo unspecified) | i | i | ? | -3% | -0.4% | 1.4e-08M* | 0.9% | 16% | ? | ? | -5%
Cc1ccc(C)c(N(CC(=O)NCCSCc2ccco2)S(C)(=O)=O)c1 | i | ? | i | -5% | 1.2% | i | -2.2% | 26% | -2% | i | -7%
COc1ccccc1C(=O)Nc1cc(-c2nn3c(C)nnc3s2)ccc1C | / | / | / | -1% | 0.0% | / | -0.2% | / | 2% | / | -1%
CN(C(=O)c1cc2nc(-c3ccco3)cc(C(F)(F)F)n2n1)C1CCCCC1 | / | / | / | -11% | 1.1% | / | 2.4% | / | -2% | / | -6%
COc1nc(NCC(C)C)nc(Oc2ccc(OCc3ccccc3)nn2)n1 | i | i | i | 0% | 0.8% | i | -1.3% | 28% | 5% | i | 0%
O=C(O)CCCNS(=O)(=O)c1ccc(F)cc1 | / | / | / | 1% | 0.0% | / | -2.1% | -6% | 3% | / | -2%
O=c1c2oc3ccccc3c2ncn1Cc1ccccc1F | i | ? | ? | -2% | 1.8% | i | -0.2% | 1% | 8% | ? | -1%
Cc1ccc2[nH]c(=O)c(CN(Cc3cccs3)Cc3nnnn3CC3CCCO3)cc2c1 (stereo unspecified) | i | i | i | 4% | 0.8% | i | -0.9% | 23% | ? | i | -1%
O=C(NCc1ccc2c(c1)OCO2)c1cc2n(n1)C(C(F)(F)F)CC(c1ccc3c(c1)OCO3)N2 (stereo unspecified) | i | i | i | -5% | -6.6% | i | -0.9% | 45%[activator] | 7% | i | -5%
COC(=O)CSc1nnc2n(-c3ccc(OC)cc3)c(=O)c3c4c(sc3n12)CCCCC4 | i | i | i | / | / | 2.2e-08M* | / | / | / | 2.5e-08M* | /

Next part, starting with the last two of the part before.
SMILES | Rhodamine fluor | Fluorescein autfl | Texas Red fluor | Caspase-7 inhib | BRCT inh green | 4MU fluor | BRCT PPI red | USP2a inhib | HEK293 cAMP cs | A350 fluor | Casp1 inh
O=C(NCc1ccc2c(c1)OCO2)c1cc2n(n1)C(C(F)(F)F)CC(c1ccc3c(c1)OCO3)N2 (stereo unspecified) | i | i | i | -5% | -6.6% | i | -0.9% | 45%[activator] | 7% | i | -5%
COC(=O)CSc1nnc2n(-c3ccc(OC)cc3)c(=O)c3c4c(sc3n12)CCCCC4 | i | i | i | / | / | 2.2e-08M* | / | / | / | 2.5e-08M* | /
CS(=O)(=O)N(CC(=O)NCCSc1ccc(Cl)cc1)c1ccc2c(c1)OCO2 | i | ? | ? | 0% | 0.7% | i | -4.6% | -3% | 2% | i | 0%
CCCN(S(=O)(=O)c1ccc(OCC)cc1)S(=O)(=O)c1cccs1 | i | i | i | -1% | 1.4% | i | 0.9% | -10% | ? | i | -2%
CC1CCC(NC(=O)C2CCN(c3cnccn3)CC2)CC1 (stereo unspecified) | i | ? | i | -1% | 1.5% | 2.1e-08M* | 0.1% | -4% | -11% | 2.5e-08M* | 1%
CC(=O)c1cccc(NC(=O)COc2ccc(S(=O)(=O)N3CCCCC3)cc2)c1 | i | i | i | -2% | -4.2% | i | 0.2% | 28% | 4% | i | -2%
CCCc1cc(Nc2c(C)n(C)n(-c3ccccc3)c2=O)n2c(nc3ccccc32)c1C#N | i | i | i | / | / | 2.8e-08M* | / | / | / | 3.4e-08M* | /
Cc1ccc(S(=O)(=O)N(C)CCCC(=O)NCc2ccc3c(c2)OCO3)cc1 | i | i | ? | 1% | 1.6% | i | 0.4% | 5% | 24% | i | 0%
CCCC(NC(=O)CNC(=O)C(C)(C)C)C(=O)O (stereo unspecified) | i | ? | i | 0% | -4.3% | ? | -1.3% | -2% | 1% | ? | 2%
CCn1ncc(Cl)c1C(=O)Nc1ccncc1 | i | i | i | 0% | 0.3% | i | -0.3% | -2% | -2% | i | -2%
COCc1cc(C)nc(SCC(=O)Nc2cc3c(cc2C#N)OCO3)c1C#N | i | i | i | -5% | -1.8% | i | -1.0% | 13% | 11% | i | -5%
O=C(Nc1ccc(Br)cc1F)c1ccncc1 | / | / | / | 1% | -0.2% | / | -1.5% | -1%[7.66 µM] | -4%[11.4 µM] | / | -1%
COCCNc1nc(-c2cccc(NS(C)(=O)=O)c2)nc2ccccc12 | i | i | i | ? | 0.1% | i | 0.4% | ? | -2% | i | -7%
CC(c1ccccc1)n1cc(C(=O)NCCCn2ccnc2)nn1 (stereo unspecified) | i | i | i | 1% | -4.7% | i | -0.9% | 3% | -1% | i | 1%
CCOC(=O)C1=C(C)OC(N)=C(C#N)C1c1ccoc1 (stereo unspecified) | / | / | / | -3% | -1.1% | / | 1.0% | / | 22% | / | -6%
O=C(O)c1cccc(S(=O)(=O)Nc2ccc3c(c2)OCO3)c1 | i | ? | i | -3% | -1.0% | i | -0.1% | 16% | 9% | i | -1%
Cc1cc(C)n(-c2nc3ccccc3c(=O)n2OCc2ccc(F)cc2)n1 | i | i | i | 1% | -3.7% | ? | -0.3% | 8% | 27% | ? | -3%
CCN1CCN(c2nc3ccccc3nc2C(C#N)C(=O)OCc2ccccc2)CC1 (stereo unspecified) | i | ? | i | -27% | 1.7% | 1.3e-08M* | -0.4% | 41%[activator] | -68%[inhibitor] | 1.9e-08M* | ?
Cc1nc(NCc2ccco2)c2oc3ccccc3c2n1 | i | i | i | -2% | 3.0% | i | -4.5% | 4% | 22% | i | -1%
Cc1cc(NS(=O)(=O)Cc2ccccc2)cc(C)c1OCC(=O)N1CCOCC1 | i | i | i | -1% | 0.3% | i | -1.1% | 3% | -4% | i | 0%
Cc1ccc(S(=O)(=O)NCc2ccc(C(=O)NCCCN3CCN(C)CC3)cc2)cc1 | i | i | i | -5% | -0.3% | i | -1.9% | 7% | -3% | i | 1%
COC(=O)CNC(=O)Cc1c(F)cccc1Cl | i | i | i | 1% | 0.9% | i | -1.4% | 2% | 2% | i | 0%

Screening results deposited in PubChem BioAssay by National Center for Advancing Translational Sciences (NCATS).
